D2 antagonist: D2 dopamine receptor (human) antagonism; P14416; HEK293 TREx D2 cells, calcium flux, dopamine EC80; inhibition, % at 10 µM; 2% of 340,000 active; AID 485344; in the data active means inhibition above about 30%; further: 0% is about no effect
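Inhibition of EC80 dopamine-driven calcium flux, recorded kinetically, defines activity here; cells are a tetracycline-induced HEK293 T-REx line expressing force-coupled D2.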
IDH1 R132H inh: inhibitors of human mutant IDH1 R132H; O75874; IDH1-R132H enzyme, NADPH consumption, diaphorase/resazurin fluorescence; Potency, µM (highest dose often 76.6 µM), without a hit: top-dose activity change, negative = inhibition, actives largely listed as inhibitors; 0.093% of 390,000 active; further: potency means the concentration at half of the fitted maximal effect; on the % scale 0 is the no-effect control and ±100 the full control effect; nearly all actives have a fitted effect of over 65% in size
Target sequence (O75874 whole entry R132H, stated change not applied): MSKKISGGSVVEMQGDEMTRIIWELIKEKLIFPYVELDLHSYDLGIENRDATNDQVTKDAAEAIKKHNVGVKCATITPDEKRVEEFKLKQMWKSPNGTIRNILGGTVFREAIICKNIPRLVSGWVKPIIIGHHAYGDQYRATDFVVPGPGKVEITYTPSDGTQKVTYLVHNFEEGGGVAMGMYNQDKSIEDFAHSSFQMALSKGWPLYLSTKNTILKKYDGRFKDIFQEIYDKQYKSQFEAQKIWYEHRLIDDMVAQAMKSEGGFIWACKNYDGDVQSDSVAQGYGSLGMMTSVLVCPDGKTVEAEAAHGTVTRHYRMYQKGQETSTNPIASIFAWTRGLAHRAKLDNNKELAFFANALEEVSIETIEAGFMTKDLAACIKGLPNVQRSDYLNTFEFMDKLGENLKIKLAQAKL
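IDH1-R132H (0.5 ug/mL) preincubated 30 min with compound, then NADPH (0.016 mM) and alpha-KG (2 mM) added; 80 min at RT, pH 7.5. Remaining NADPH coupled via diaphorase/resazurin to fluorescence (540/590 nm); concentration-response curves normalized to no-enzyme control.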
TrxR1 substrate: is turned over as a substrate by rat TrxR1. O89049. purified TrxR1 substrate turnover, NADPH consumption readout. Potency, µM (series often up to 114 µM), inactives show at the top dose activity change, negative = substrate turnover. 0.01% of 390,000 active. AID 588456; further: potency means the concentration at half of the fitted maximal effect; on the % scale 0 is the no-effect control and ±100 the full control effect; nearly all actives have a fitted effect of over 50% in size
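Rat TrxR1, dispensed at 90 nM, was prereduced with 400 uM NADPH (final) for 5 min at ~22 deg C, then incubated with compound 15 min before 400 uM selenite. A first-read NADPH fluorescence drop versus no-compound background flagged substrates.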
PI4K2A inh: PI4K2A (human) kinase inhibition. activity change, negative = inhibition, % at 76.9 µM. purified PI4K2A, ADP-Glo luminescence, 1 h; stronger effect = lower value. Q9BTU6. 0.13% of 420,000 active; in the data active means activity change below about -50%; inconclusive means mostly about -30% to -49%;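 further: -100% = wells without enzyme as full effect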
Target sequence (Q9BTU6 whole entry, looked up): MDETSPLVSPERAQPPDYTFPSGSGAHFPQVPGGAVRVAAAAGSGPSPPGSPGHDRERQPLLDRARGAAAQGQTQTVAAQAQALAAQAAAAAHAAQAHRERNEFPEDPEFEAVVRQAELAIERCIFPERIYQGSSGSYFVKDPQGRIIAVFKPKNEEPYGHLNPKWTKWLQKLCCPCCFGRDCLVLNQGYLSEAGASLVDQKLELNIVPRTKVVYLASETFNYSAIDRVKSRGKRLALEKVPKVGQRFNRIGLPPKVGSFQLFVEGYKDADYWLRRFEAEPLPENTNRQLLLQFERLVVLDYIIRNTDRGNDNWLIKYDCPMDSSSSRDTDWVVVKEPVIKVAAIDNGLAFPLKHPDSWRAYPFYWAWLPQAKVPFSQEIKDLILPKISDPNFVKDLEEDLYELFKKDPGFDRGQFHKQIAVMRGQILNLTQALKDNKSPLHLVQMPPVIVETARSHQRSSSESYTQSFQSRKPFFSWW
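Compounds are screened against recombinant PI4K2A using PI as substrate and ATP, the latter dispensed at 300 microM. Reactions run one hour at ambient temperature before ADP-Glo detection; full inhibition defined by wells lacking enzyme.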
TRHR PAM: allosterically enhances the human TRH receptor | TRHR cells, fluo-8 calcium fluorescence, EC20 TRH enhancement | enhancement, % at 2 µM | 0.66% of 360,000 active | AID 493056; in the data active means enhancement above about 30%; further: 0% is about no effect
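TRHR-expressing cells loaded with fluo-8 calcium dye were read kinetically (ex 480/em 530) during compound addition, then stimulated with an EC20 of TRH (10 nM final). Enhancement of the Gq-mediated intracellular calcium response was scored.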
USP1-UAF1 inh: USP1/UAF1 (human) deubiquitinase inhibition; O94782; recombinant USP1/UAF1, Ub-Rhodamine cleavage fluorescence; Potency, µM (doses to about 57.1 µM), for inactives: top-dose activity change, negative = inhibition, hits mostly inhibitors; 0.23% of 390,000 active; AID 743255; further: potency means the concentration at half of the fitted maximal effect; on the % scale 0 is the no-effect control and ±100 the full control effect; nearly all actives have a fitted effect of over 60% in size; inactives centre near -12
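USP1/UAF1 complex at 1 nM was preincubated with compound for 15 min at room temperature, then Ub-Rho substrate (150nM final) was added. Fluorescence (480/540 nm) was read kinetically, 6 reads every 60 seconds.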
TrxR1 inh: inhibitors of rat thioredoxin reductase 1; O89049; recombinant rTrxR1, NADPH fluorescence consumption, selenite substrate; Potency, µM (highest dose often 114 µM), for inactives: at the highest dose activity change, negative = inhibition, actives largely listed as inhibitors; 1% of 390,000 active; AID 588453; further: potency means the concentration at half of the fitted maximal effect; on the % scale 0 is the no-effect control and ±100 the full control effect; nearly all actives have a fitted effect of over 65% in size
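Rat TrxR1 (90 nM in the dispensed reagent) was pre-reduced with 400 uM NADPH for 5 min at room temperature, then incubated with compound for 15 min. After 400 uM selenite was added, NADPH fluorescence (Ex 340/Em 450 nm) was followed for 8 min.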
TRHR agonist: TRH receptor (human) agonism. P34981. TRHR cells, calcium flux fluo-8, FDSS agonist mode. activation, % at 2 µM. 0.18% of 360,000 active. AID 493084; in the data active means activation above about 30%; further: 0% is about no effect
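In this calcium-flux screen, cells bearing human TRHR are dye-loaded with fluo-8, baselined for 10 cycles, then exposed to library compounds; positive kinetic calcium responses during the agonist phase mark hits, with TRH as control.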
D2 agonist: D2 dopamine receptor (human) agonism; P14416; HEK293 T-REx D2 cells, calcium flux agonist mode; activation, % at 2 µM; 0.53% of 340,000 active;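 active means activation over 3 SD above normal in the single-dose calcium agonist read, cut at about 30% in these data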; further: 0% is about no effect
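Agonism is scored from calcium flux in a force-coupled, inducible HEK293 cell line expressing D2, read kinetically for 180 s after compound addition against dopamine controls.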
The depositor's hits bear a star; ? = inconclusive; / = no result given; [ ] = another dose, or the depositor's remark. Unless noted, the call rests on the fitted dose curve; in most records, active means well fitted inhibition curve with a large enough effect; inconclusive means small, poorly fitted or top-dose-only effect; inactive means no such curve, though single readings can be large or run the other way. Rows are unselected (roughly 3.9% active in at least one column).

SMILES	D2 antagonist	IDH1 R132H inh	TrxR1 substrate	PI4K2A inh	TRHR PAM	USP1-UAF1 inh	TrxR1 inh	TRHR agonist	D2 agonist
Nc1nnc(-c2cn(-c3ccccc3)nc2-c2ccc(Cl)cc2)o1	1	0%	0%	2	-7	-23%	6%	-0.3	0.2
O=C(CSc1nc2ccccc2[nH]1)Nc1c(F)cccc1F	-3	-4%	-5%	-6	4	4%	8%	0.3	-1.0
CSc1ccccc1NC(=O)c1ccc(CN2CCOCC2)cc1	4	0%	-4%[57.1 µM]	6	1	-17%	-4%[57.1 µM]	-0.7	-0.6
CC(/C=N/Nc1nc2ccccc2[nH]1)=C\c1ccccc1	6	5%	-2%	-1	-4	-26%	?	-0.1	-0.6
Cc1nc(Nc2ccc(F)cc2)[nH]c(=O)c1CCC(C)C	-16	-4%	-5%[57.1 µM]	6	0	-7%	12%[57.1 µM]	0.0	0.4
COc1cccc(Cn2nc(SC)c(S(=O)(=O)c3ccccc3)c2N(C(C)=O)C(C)=O)c1	/	-3%	4%	12	1	?	-13%	-1.0	/
O=C(CN1CCOCC1)NC1CC2CCC1C2 (stereo not given)	-9	5%	3%	10	-4	-20%	3%	1.2	0.7
Cc1ccc(C(=O)N/C(=C\c2ccccc2)C(=O)NCC2CCCO2)cc1 (stereo not given)	10	-2%	0%	2	-1	-5%	8%	0.2	-0.5
COc1ccc(C(C)NC(=S)NC2CCCCC2)cc1OC (stereo not given)	4	-4%	0%	-1	-3	-26%	-4%	-0.5	0.6
Cn1c(=O)[nH]c(Nc2ccccc2)c([N+](=O)[O-])c1=O	-6	5%	-14%	-8	-4	-13%	16%[11.4 µM]	0.2	0.7
N#Cc1ccc(CN2CCN(C(=O)c3ccc(S(=O)(=O)N4CCCCCC4)cc3)CC2)cc1	/	12%	3%	-1	-6	-22%	-11%	-1.9	/
Cc1ccccc1NC(=O)C(C)Sc1nnc(-c2ccncc2)n1CC1CCCO1 (stereo not given)	4	11%	6%	-2	8	-21%	25%	-0.1	0.1
CCCn1nnnc1NCc1ccc(N2CCCC2)cc1	6	0%	5%	-1	1	-18%	-3%	-0.4	0.3
CC1=CCC(C(=O)O)(C(=O)N/N=C/c2cccs2)C(c2ccc(Cl)cc2)C1 (stereo not given)	-11	-1%	-2%	-6	6	-18%	13%	-0.1	-0.1
Cc1ccccc1Nc1nc(N2CCOCC2)nc(N2CCOCC2)n1	12	0%	-2%	-3	-5	-9%	16%	-0.2	-0.3
CC(C)CC(NC(N)=O)C(=O)Nc1ccc2c(c1)OCO2 (stereo not given)	-2	3%	2%	-1	0	?	25%	0.2	-0.3
COc1ccc(OC)c(Nc2cc(C(=O)NCCCN3CCOCC3)c3ccccc3n2)c1	20	3%	-3%	0	3	-17%	8%	0.5	0.9
Cc1cc2nnc(SCc3ccc(F)cc3)n2c2ccccc12	/	18%	7%	1	28	-17%	17%	-1.1	/
COC(=O)C(C(=O)OC)C(C[N+](=O)[O-])c1ccc(OC)c(OC)c1 (stereo not given)	1	-5%	6%[57.1 µM]	-4	1	-19%	-18%[57.1 µM]	-0.1	-0.6
CCC1CCCN1Cn1cnc2c([nH]c3ccccc32)c1=O (stereo not given)	-8	17%	32%[activator]	2	27	-6%	-9%	-1.6	-1.0

Retrieved one by one from above, five records:
SMILES	D2 antagonist	IDH1 R132H inh	TrxR1 substrate	PI4K2A inh	TRHR PAM	USP1-UAF1 inh	TrxR1 inh	TRHR agonist	D2 agonist
Nc1nnc(-c2cn(-c3ccccc3)nc2-c2ccc(Cl)cc2)o1	1	0%	0%	2	-7	-23%	6%	-0.3	0.2
Cc1ccccc1Nc1nc(N2CCOCC2)nc(N2CCOCC2)n1	12	0%	-2%	-3	-5	-9%	16%	-0.2	-0.3
CC(C)CC(NC(N)=O)C(=O)Nc1ccc2c(c1)OCO2 (stereo not given)	-2	3%	2%	-1	0	?	25%	0.2	-0.3
CC1=CCC(C(=O)O)(C(=O)N/N=C/c2cccs2)C(c2ccc(Cl)cc2)C1 (stereo not given)	-11	-1%	-2%	-6	6	-18%	13%	-0.1	-0.1
Cc1ccccc1NC(=O)C(C)Sc1nnc(-c2ccncc2)n1CC1CCCO1 (stereo not given)	4	11%	6%	-2	8	-21%	25%	-0.1	0.1

(further entries)
SMILES	D2 antagonist	IDH1 R132H inh	TrxR1 substrate	PI4K2A inh	TRHR PAM	USP1-UAF1 inh	TrxR1 inh	TRHR agonist	D2 agonist
CC(=O)Nc1ccc(SCC(=O)Nc2ccc3c(c2)OCCO3)cc1	/	5%	-9%	0	/	5%	64%[activator]	/	/
COc1ccc(NCc2cc3cc4c(cc3n(CC(=O)Nc3ccccc3)c2=O)OCO4)cc1	/	-5%	4%	-5	2	-16%	23%	-1.0	/
Cc1ccc(S(=O)(=O)N(CC(=O)NCc2ccco2)Cc2ccc(F)cc2)cc1	-8	10%	8%[57.1 µM]	0	-7	-14%	0%[57.1 µM]	-1.2	0.1
CC(=O)Nc1ccc(C)c(NS(=O)(=O)c2cccc(C(F)(F)F)c2)c1	-4	2%	1%[57.1 µM]	5	0	-14%	17%[2.29 µM]	0.4	0.2
O=C(CCN1C(=O)/C(=C/c2ccc(F)cc2)SC1=S)N[C@@H](CO)Cc1ccccc1	9	-4%	21%	5	0	-19%	40%[activator]	0.2	-0.8
Cc1cc(CNC(=O)C(C)n2cc([N+](=O)[O-])cn2)c2ccccc2n1 (stereo not given)	15	2%	7%[57.1 µM]	0	-9	4%	9%[57.1 µM]	0.8	0.5
CC1=CC2=NC(=O)/C(=C\c3ccc(OC(=O)c4ccco4)cc3)C(=N)N2O1	-15	0%	2%	7	-1	-8%	-1%	0.2	0.9
COc1ccc(-c2nc(SCC(=O)c3ccc(OC)c(Br)c3)n[nH]2)cc1	/	13%	8%	0	-4	-12%	12%	-0.6	-0.8
O=P(/C(=N/O)Sc1ccccc1)(N1CCOCC1)N1CCOCC1	-13	-2%	1%	-1	4	2%	?	0.6	-0.4
NC(=O)CN1C(=O)C(O)(CC(=O)c2ccccc2O)c2ccccc21 (stereo not given)	-9	-8%	2%	4	-2	-15%	25%	0.5	-1.3
O=C(NCc1ccccc1)C1CCN(C(=O)NCc2ccccc2)CC1	0	-3%	-4%	0	-5	6%	3%	0.5	0.1
CCOC(=O)C(=O)NC1CC=CCC1c1ccc2c(c1)OCO2 (stereo not given)	/	5%	9%[57.1 µM]	1	/	-14%	5%[11.4 µM]	/	/
COc1ccc(CCC(C)Nc2cccc(C)c2)cc1 (stereo not given)	4	3%	-7%	-3	5	-22%	0%	0.4	0.4
O=C1CN(C(=O)/C=C/c2ccccc2)CCN1	5	-2%	-8%[57.1 µM]	-4	17	-18%	-4%	0.5	0.1
CN(C)c1ccc(P(=O)(OCc2ccccc2)C(O)c2ccc(Br)cc2)cc1 (stereo not given)	8	-3%	-2%	7	4	-15%	11%	-0.9	-0.7
Cc1ccc(C(=O)NC(NC(=S)Nc2ccc(S(N)(=O)=O)cc2)C(Cl)(Cl)Cl)cc1 (stereo not given)	-11	-1%	-4%	-1	0	-13%	-2%	-0.1	5.1
Cc1ccccc1C(=O)NC(=S)Nc1sc2c(c1C#N)CCC(C)C2 (stereo not given)	2	-1%	-12%	1	-3	-14%	?	0.0	2.6
O=S1(=O)CCOC[C@H](CC2CCCCC2)N1Cc1ccccc1	4	19%	-6%[57.1 µM]	-2	-7	-22%	11%[57.1 µM]	0.1	0.0
CC(C)NC(=O)c1onc(CSc2cccc3ccccc23)c1C(=O)O	7	-12%	7%[57.1 µM]	0	0	-12%	9%	0.3	1.0
Cc1nc2cc(C(=O)O)ccc2n1-c1ccc(F)cc1F	-10	2%	-8%[57.1 µM]	-14	-5	-32%	6%	0.2	0.4
Cn1cccc1Cc1nnc(SCC(=O)Nc2ccccc2F)n1-c1ccc(F)cc1	-1	-1%	7%[57.1 µM]	0	1	-9%	6%[57.1 µM]	0.2	-0.5
COc1ccccc1C(=O)C1CCCN(C(=O)c2snnc2C)C1 (stereo not given)	-5	4%	-3%[57.1 µM]	1	3	-12%	17%[57.1 µM]	-0.7	0.4
COc1cccc(NC(=O)Cn2c(=O)n(CC3CCCO3)c(=O)c3ccccc32)c1 (stereo not given)	/	-6%	-1%	9	-5	-5%	-4%	-0.6	/
CCCCCn1c(CCNC(=O)CCC)nc2ccccc21	5	15%	12%[57.1 µM]	0	-7	-19%	7%[57.1 µM]	-0.6	-1.3
O=C(NCc1cccnc1)c1cccc2c1C(=O)N(C1CCCCC1)C2	-15	-18%	7%	3	7	-17%	15%[57.1 µM]	-0.3	-0.9
COc1cccc(C(=O)Oc2ccccc2/C=C\C(=O)c2cc3ccccc3o2)c1	-12	-2%	-7%	16	-1	-12%	?	1.1	0.2
Cc1ccc(N(Cc2ccccc2)C(=O)c2ccc(S(=O)(=O)N3CCOCC3)cc2)cc1	6	0%	-4%	3	-5	-20%	12%	-0.1	0.2
O=C(Nc1nc2c(s1)CCCC2=O)c1cnccn1	6	1%	-12%	4	7	-15%	-6%	0.2	-0.1
Cc1ccccc1Cn1c2ccccc2c2cnn(CC(=O)NCCc3ccc(Cl)cc3)c(=O)c21	/	-10%	-1%	2	5	1%	-8%	-0.1	0.0
C/C(=N\NC(=O)c1ccccc1OCc1ccc(F)cc1)c1ccccn1	11	-3%	0%	-3	-9	-23%	21%	-0.5	-1.1
O=C(NCCC1CCCCN1S(=O)(=O)c1ccc(Cl)cc1)C(=O)NCc1ccco1 (stereo not given)	-13	10%	5%	2	0	-14%	8%	-0.3	-0.2
O=C(CN1CCCc2ccccc21)NCCc1ccc(F)cc1	2	8%	1%[57.1 µM]	-3	8	-3%	20%[57.1 µM]	-0.4	-0.7
CC1(C)CC(NC(=O)C23CCC(C)(/C(=N/O)C2)C3(C)C)CC(C)(C)N1 (stereo not given)	2	2%	5%	2	0	-21%	-11%	-2.0	-1.1
O=C(NCc1ccccc1)C(=O)Nc1c2c(nn1-c1ccc(F)cc1)CSC2	/	-18%	1%[57.1 µM]	-18	-2	?	-6%[57.1 µM]	0.3	1.0
CCCN1C(=O)CC(=O)N=C1SCC(=O)Nc1ccccc1F	/	8%	5%	4	/	-16%	18%	/	/

Assay outcomes: PubChem, National Center for Advancing Translational Sciences (NCATS)
